GlmU inhibition: inhibition of mycobacterial GlmU enzyme – biochemical, glucosamine-1-phosphate acetyltransferase (AID 1376); M. tuberculosis GlmU acetyltransferase enzyme assay; higher % means a stronger effect; 0.25% of 220,000 active; one-dose inhibition, %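 (tested at 30 µM in the primary screen)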; IC50 in µM for titrated hits; in the data active = inhibition above about 13%;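 also: 0% = complete reaction with vehicle and 100% = reaction without substrate; strong numbers were not always called active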
Mtb RmlCD inh: M. tuberculosis RmlC/RmlD inhibition | RmlC+RmlD coupled enzyme assay, percent inhibition; primary screen in compound mixtures | inhibition, % at 3.6 µM | 0.03% of 160,000 active; in the data active = inhibition mostly above about 34%, no sharp cut-off; also: some results filed as inactive read as strong as hits
Target sequence (P9WH09 whole entry, looked up): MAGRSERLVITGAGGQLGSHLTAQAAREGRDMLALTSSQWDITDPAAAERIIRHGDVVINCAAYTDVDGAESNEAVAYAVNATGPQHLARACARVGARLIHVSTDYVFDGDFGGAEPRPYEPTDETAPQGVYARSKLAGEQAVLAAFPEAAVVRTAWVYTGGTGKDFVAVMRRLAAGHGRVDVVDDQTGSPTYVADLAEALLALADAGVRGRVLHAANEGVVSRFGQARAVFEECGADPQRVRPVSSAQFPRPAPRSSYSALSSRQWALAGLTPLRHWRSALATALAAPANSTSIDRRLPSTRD
Target sequence (P9WH11 whole entry, looked up): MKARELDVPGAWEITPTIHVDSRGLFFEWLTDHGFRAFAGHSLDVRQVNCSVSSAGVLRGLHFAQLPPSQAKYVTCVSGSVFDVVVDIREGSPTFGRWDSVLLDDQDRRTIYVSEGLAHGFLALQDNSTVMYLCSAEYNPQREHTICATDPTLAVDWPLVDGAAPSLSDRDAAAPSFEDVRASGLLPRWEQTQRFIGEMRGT
The depositor's hits bear a star. These rows are one share of the data, so the mix of outcomes need not match the whole.

What do the screens show for `O=C(CSc1ncc(C(F)(F)F)cc1Cl)N1CCN(S(=O)(=O)c2ccc(Cl)cc2)CC1`?
Mtb RmlCD inh: -6

How did CC(=O)c1cc(-c2ccc(F)cc2)n(CCC(=O)Nc2cc(C)[nH]n2)c1C do in these assays?
GlmU inhibition: -2.9%; Mtb RmlCD inh: 26

Results for COc1ccc(OC)c(C(=O)c2ccc(Cl)cc2)c1 ?
GlmU inhibition: 5.2%; Mtb RmlCD inh: 3

Results for O=C(O)CCCN=C1NC2(CCCC2)Cc2ccccc21 ?
GlmU inhibition: -6.0%

What do the screens show for `CC1=NNC(=O)C1Oc1ccccc1` (centres undefined)?
GlmU inhibition: 0.8%; Mtb RmlCD inh: -9

How did CCn1c(Cc2c(C)[nH]c3ccccc23)n[nH]c1=S do in these assays?
GlmU inhibition: -3.3%

How did O=C(Nc1ccc([N+](=O)[O-])c(NC(=O)C2CCCO2)c1)C1CCCO1 (centres undefined) do in these assays?
GlmU inhibition: -2.6%; Mtb RmlCD inh: -5

Results for O=C(Nc1ccc(F)cc1)N1CCCN(c2ccc(C(F)(F)F)cn2)CC1 ?
GlmU inhibition: -0.5%; Mtb RmlCD inh: 3

How did O=c1c2ccccc2nc(-c2ccc(Cl)c(Cl)c2)n1O do in these assays?
GlmU inhibition: -3.9%

Results for CC(CN1c2ccccc2Sc2ccccc21)N(C)C (centres undefined) ?
GlmU inhibition: -5.1%

How did Cc1occc1C(=O)Nc1ccc(S(=O)(=O)N2CCCC2)cc1 do in these assays?
GlmU inhibition: 0.1%; Mtb RmlCD inh: -4

Results for CCOc1nc(Oc2cccc(C(=O)O)c2)nc(Oc2cccc(C(=O)O)c2)n1 ?
GlmU inhibition: 0.9%; Mtb RmlCD inh: 1

How did O=C1N/C(=C\c2ccccc2)c2ccccc21 do in these assays?
GlmU inhibition: 0.4%

How did COc1ccc(C(=O)N2CCC(C(=O)NCc3ccccn3)CC2)cc1 do in these assays?
GlmU inhibition: 1.8%

What do the screens show for `Cc1c(NC(=O)CSc2n[nH]c(-c3ccccc3)n2)c(=O)n(-c2ccccc2)n1C`?
GlmU inhibition: -0.9%; Mtb RmlCD inh: 1

Molecules shown so far that have a Cl atom:
What do the screens show for `O=C(CSc1ncc(C(F)(F)F)cc1Cl)N1CCN(S(=O)(=O)c2ccc(Cl)cc2)CC1`?
Mtb RmlCD inh: -6

Results for COc1ccc(OC)c(C(=O)c2ccc(Cl)cc2)c1 ?
GlmU inhibition: 5.2%; Mtb RmlCD inh: 3

How did O=c1c2ccccc2nc(-c2ccc(Cl)c(Cl)c2)n1O do in these assays?
GlmU inhibition: -3.9%

Back to the main list; the 2 compounds before the break are reprinted first.
How did COc1ccc(C(=O)N2CCC(C(=O)NCc3ccccn3)CC2)cc1 do in these assays?
GlmU inhibition: 1.8%

What do the screens show for `Cc1c(NC(=O)CSc2n[nH]c(-c3ccccc3)n2)c(=O)n(-c2ccccc2)n1C`?
GlmU inhibition: -0.9%; Mtb RmlCD inh: 1

How did COCC(C)n1c(SCC(=O)NC(=O)Nc2ccc3c(c2)OCCO3)nc2ccccc2c1=O (centres undefined) do in these assays?
GlmU inhibition: 3.9%

What do the screens show for `N=c1ccn(Cc2c(Cl)cccc2Cl)cc1`?
GlmU inhibition: -2.9%; Mtb RmlCD inh: -8

What do the screens show for `O=C(Nc1ccccc1Oc1ccccc1)c1ccc(Br)o1`?
GlmU inhibition: 2.5%; Mtb RmlCD inh: 4

What do the screens show for `O=C(Nc1nncs1)C1(c2ccccc2)CCCC1`?
GlmU inhibition: -5.9%

Results for COCc1cc(C)nc(OCC(=O)N/N=C/c2ccc(-c3cc([N+](=O)[O-])ccc3Cl)o2)c1C#N ?
GlmU inhibition: -0.2%; Mtb RmlCD inh: -14

What do the screens show for `CCOC(=O)Cn1nnnc1CN(CCc1ccccc1)Cc1cc2cc(CC)ccc2[nH]c1=O`?
GlmU inhibition: 4.5%; Mtb RmlCD inh: 33

Results for O=C(Nc1ccccc1)[C@@H]1[C@@H]2C(=O)N(c3ccc(F)cc3)C(=O)[C@@H]2[C@H]2C=CC=NN21 ?
GlmU inhibition: -3.5%; Mtb RmlCD inh: -10

How did CCC(=O)Nc1ccc(Oc2ccc3c(c2)C(=O)N(c2ccc(O)cc2)C3=O)cc1 do in these assays?
GlmU inhibition: 2.9%; Mtb RmlCD inh: 19

How did CN(CC(CC(=O)O)c1ccccc1)S(=O)(=O)c1ccc(Br)cc1 (centres undefined) do in these assays?
GlmU inhibition: 0.9%; Mtb RmlCD inh: -4

How did CCOC(=O)c1cccc(NC(=O)CCn2cccc2)c1 do in these assays?
GlmU inhibition: -0.9%

What do the screens show for `O=c1oc(-c2ccco2)nc2ccccc12`?
GlmU inhibition: 5.9%; Mtb RmlCD inh: 8

Results for Cc1cc(-c2nnc(SCC(=O)N3C(C)CCCC3C)o2)no1 (centres undefined) ?
GlmU inhibition: -8.7%

What do the screens show for `Cc1oc(-c2cc(F)ccc2F)nc1CN1CCCN(C(=O)c2ccco2)CC1`?
GlmU inhibition: 0.1%; Mtb RmlCD inh: 5

What do the screens show for `COc1ccc(C)cc1NC(=O)CC1COc2ccccc2O1` (centres undefined)?
GlmU inhibition: 7.3%; Mtb RmlCD inh: -11

What do the screens show for `O=CN1CCN(C(=O)CN2C(=O)c3ccccc3C2=O)CC1`?
Mtb RmlCD inh: 22

How did COc1ccc2cc(CN(CCO)C(=O)c3ccccc3F)c(=O)[nH]c2c1 do in these assays?
Mtb RmlCD inh: -11

What do the screens show for `Cc1ccnn1CC(=O)N/N=C/c1ccc2c(c1)OCO2`?
GlmU inhibition: -1.1%; Mtb RmlCD inh: 7

Results for CN1C(=O)N(C)C2(c3ccccc3)N(C(C)(C)C)C(=O)NC12c1ccccc1 (centres undefined) ?
GlmU inhibition: 2.6%

How did O=C1CSC(c2ccccn2)N1c1ccc(F)cc1F (centres undefined) do in these assays?
GlmU inhibition: -0.8%; Mtb RmlCD inh: 10

Results for Cc1ccc2c(c1)C1NC(=S)NC(C)(O2)C1C(=O)Nc1ccc(Cl)cc1 (centres undefined) ?
GlmU inhibition: 1.4%

Results for CCOC(=O)CNC(=O)c1ccccc1Br ?
GlmU inhibition: -5.7%; Mtb RmlCD inh: 6

Results for CCOC(=O)CNC(=O)c1sc(NC(=O)c2ccccc2F)nc1C ?
GlmU inhibition: 4.3%; Mtb RmlCD inh: 8

What do the screens show for `CC1C(=O)C(C)C(c2cccs2)NC1c1cccs1` (centres undefined)?
GlmU inhibition: -6.8%; Mtb RmlCD inh: 7

Results for O=C(N1CCN(c2ccc(F)cc2)CC1)C1(c2cccs2)CCOCC1 ?
GlmU inhibition: 2.1%; Mtb RmlCD inh: 0

How did CCNc1nc(NCC)nc(NC(N)=S)n1 do in these assays?
GlmU inhibition: 3.6%; Mtb RmlCD inh: 9

What do the screens show for `CCC/C(=N\NC(=O)CCC(=O)NCc1ccccc1)c1ccccc1`?
GlmU inhibition: 0.6%; Mtb RmlCD inh: 4

Results for COc1nc2c(s1)C(=O)NCCC2 ?
GlmU inhibition: -6.5%

How did CC(C)(C)P(=O)(c1ccncc1)N1CCCC1 (centres undefined) do in these assays?
GlmU inhibition: 5.8%; Mtb RmlCD inh: 15

Results for CC(=O)NC(CCS(C)(=O)=O)C(=O)Nc1ccc2c(c1)OCCO2 (centres undefined) ?
GlmU inhibition: 2.0%

What do the screens show for `COc1ccc(/C=C(\NC(=O)c2ccccc2Cl)C(=O)NCCCC(=O)O)cc1`?
GlmU inhibition: -0.2%

How did CCOc1ccc(-c2nc(CN3CCCCC3CCn3cccn3)c(C)o2)cc1 (centres undefined) do in these assays?
GlmU inhibition: -7.1%; Mtb RmlCD inh: 9

Results for Cc1ccc(N2C(=O)N(CC(=O)c3cc(C)ccc3C)C(=O)C2C)cc1 (centres undefined) ?
GlmU inhibition: 0.5%; Mtb RmlCD inh: 17

How did O=C(O)CCc1ccc(-c2ccc(Cl)cc2)n1Cc1ccco1 do in these assays?
GlmU inhibition: 5.4%; Mtb RmlCD inh: -6

How did Cc1ccccc1N=C/C=C1\N(C)c2ccccc2C1(C)C do in these assays?
GlmU inhibition: -4.3%; Mtb RmlCD inh: -12

How did C=CCNC(=O)c1c2c(nc3ccccc13)-c1ccccc1CC2 do in these assays?
GlmU inhibition: 11%

What do the screens show for `NS(=O)(=O)c1ccc(NC(=O)COC(=O)C2CC(=O)N(Cc3ccccc3)C2)cc1` (centres undefined)?
GlmU inhibition: -0.1%; Mtb RmlCD inh: -3

Results for O=[N+]([O-])c1ccc2nc(-c3ccccc3)cc(-c3ccccc3)c2c1 ?
GlmU inhibition: 6.2%; Mtb RmlCD inh: 3

Results for Cc1cc(C(=O)N[C@@H](c2ccccc2)[C@]2(C)C[C@H]2[C@@H](C)C(=O)Nc2ccc3ccccc3c2)no1 ?
GlmU inhibition: 3.6%

What do the screens show for `Cc1ccc(C(=O)Nc2cccc(C(=O)N3CCN(C)CC3)c2)cc1`?
GlmU inhibition: 7.1%; Mtb RmlCD inh: -7

How did CC(C)Cn1ccc(=O)n(CC(C)C)c1=O do in these assays?
GlmU inhibition: -6.8%; Mtb RmlCD inh: -8

What do the screens show for `O=C(COC(=O)c1cc[n+]([O-])cc1)Nc1ccccc1Sc1ccccc1`?
GlmU inhibition: 4.3%; Mtb RmlCD inh: 5

Results for Cc1noc(C)c1COC(=O)c1cccc(S(=O)(=O)N2CCCCCC2)c1 ?
GlmU inhibition: 7.0%; Mtb RmlCD inh: -1

How did CCOc1ccc2[nH]c(=O)c(CN(CCCN3CCOCC3)Cc3nnnn3Cc3ccc(OC)cc3)cc2c1 do in these assays?
GlmU inhibition: 0.8%; Mtb RmlCD inh: -13

What do the screens show for `Cc1ccc(C2C3=C(CCCC3=O)N=C3c4ccccc4C(=O)C32)cc1` (centres undefined)?
GlmU inhibition: 2.7%; Mtb RmlCD inh: 5

How did CCOC(=O)c1sc(NC(=O)CN2C(=O)NC3(CCCCCCC3)C2=O)c(C(=O)OCC)c1C do in these assays?
GlmU inhibition: 0.6%; Mtb RmlCD inh: -5

How did COCCNc1nc(SCC(=O)N2CCN(c3ccccc3)CC2)nc2ccccc12 do in these assays?
GlmU inhibition: 3.9%

What do the screens show for `COc1ccc(CC(=O)NNC(=S)Nc2ccccc2)cc1Br`?
GlmU inhibition: 0.7%

Results for CCOC(=O)/C(C#N)=C\c1cc(C)n(-c2ccccc2)c1C ?
GlmU inhibition: -2.0%; Mtb RmlCD inh: 11

Results for C/C=C/Cn1cccc(C(=O)Nc2ccc(OC)cc2)c1=O ?
GlmU inhibition: 1.3%; Mtb RmlCD inh: -11

How did O=C(c1ccccc1)N(Cc1cccs1)C1CCS(=O)(=O)C1 (centres undefined) do in these assays?
GlmU inhibition: -1.6%; Mtb RmlCD inh: 69

What do the screens show for `CC(C)(C)c1cc(CN2CCCC(O)C2)c(O)c(C(C)(C)C)c1` (centres undefined)?
GlmU inhibition: 2.4%; Mtb RmlCD inh: -10

How did COc1cccc(-c2ccc(SCC(=O)NCCc3ccccc3)nn2)c1 do in these assays?
GlmU inhibition: 0.3%; Mtb RmlCD inh: 11

What do the screens show for `CCN1CNC(=S)N(CCc2ccccc2)C1`?
GlmU inhibition: -2.4%

How did OC(c1nc2ccccc2[nH]1)C(O)C(O)C(O)c1nc2ccccc2[nH]1 (centres undefined) do in these assays?
GlmU inhibition: 1.1%; Mtb RmlCD inh: 11

Results for O=C(NC1CCc2ccccc21)C12CN(Cc3ccccc3)CC1C(c1cccc([N+](=O)[O-])c1)=NO2 (centres undefined) ?
GlmU inhibition: -3.9%; Mtb RmlCD inh: -9

How did O=C(NCCCn1ccnc1)/C(=C/c1ccco1)NC(=O)c1cccs1 do in these assays?
GlmU inhibition: 6.9%; Mtb RmlCD inh: -14

What do the screens show for `CCOC(=O)c1sc(-c2ccc(OC)cc2)cc1NC(C)=O`?
GlmU inhibition: 1.1%; Mtb RmlCD inh: 7

How did CN(C)c1cccc2cccc(N(C)C)c12 do in these assays?
GlmU inhibition: 2.9%; Mtb RmlCD inh: -6

What do the screens show for `COc1ccc(NC(=O)Nc2nc3c(s2)CCCC3)cc1`?
GlmU inhibition: 2.9%; Mtb RmlCD inh: -5

Results for CCn1cc(C(=O)O)c(=O)c2cc(F)c(N3CCNCC3)cc21 ?
GlmU inhibition: -2.1%

Structures listed so far that contain an aryl thioether with sulfur outside any ring (7):
What do the screens show for `O=C(CSc1ncc(C(F)(F)F)cc1Cl)N1CCN(S(=O)(=O)c2ccc(Cl)cc2)CC1`?
Mtb RmlCD inh: -6

What do the screens show for `Cc1c(NC(=O)CSc2n[nH]c(-c3ccccc3)n2)c(=O)n(-c2ccccc2)n1C`?
GlmU inhibition: -0.9%; Mtb RmlCD inh: 1

How did COCC(C)n1c(SCC(=O)NC(=O)Nc2ccc3c(c2)OCCO3)nc2ccccc2c1=O (centres undefined) do in these assays?
GlmU inhibition: 3.9%

Results for Cc1cc(-c2nnc(SCC(=O)N3C(C)CCCC3C)o2)no1 (centres undefined) ?
GlmU inhibition: -8.7%

What do the screens show for `O=C(COC(=O)c1cc[n+]([O-])cc1)Nc1ccccc1Sc1ccccc1`?
GlmU inhibition: 4.3%; Mtb RmlCD inh: 5

How did COCCNc1nc(SCC(=O)N2CCN(c3ccccc3)CC2)nc2ccccc12 do in these assays?
GlmU inhibition: 3.9%

How did COc1cccc(-c2ccc(SCC(=O)NCCc3ccccc3)nn2)c1 do in these assays?
GlmU inhibition: 0.3%; Mtb RmlCD inh: 11

Screens from PubChem BioAssay.
